Source: PubChem BioAssay
RXFP1 antag: antagonists of human relaxin receptor RXFP1. HEK293-RXFP1, relaxin-stimulated cAMP HTRF, 30 min; stronger effect = lower value. Q9HBX9. 350,000 tested, 0.59% active. activity change, negative = inhibition, % at 57.5 µM. AID 1259400;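 active means activity change of -60% or lower, but not beyond a set lower limit; inconclusive means change between -60% and -40%, or beyond the set limit; inactive means change above -40%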; further: on the % scale 0 is the no-effect control and ±100 the full control effect
Target sequence (Q9HBX9 whole entry, looked up): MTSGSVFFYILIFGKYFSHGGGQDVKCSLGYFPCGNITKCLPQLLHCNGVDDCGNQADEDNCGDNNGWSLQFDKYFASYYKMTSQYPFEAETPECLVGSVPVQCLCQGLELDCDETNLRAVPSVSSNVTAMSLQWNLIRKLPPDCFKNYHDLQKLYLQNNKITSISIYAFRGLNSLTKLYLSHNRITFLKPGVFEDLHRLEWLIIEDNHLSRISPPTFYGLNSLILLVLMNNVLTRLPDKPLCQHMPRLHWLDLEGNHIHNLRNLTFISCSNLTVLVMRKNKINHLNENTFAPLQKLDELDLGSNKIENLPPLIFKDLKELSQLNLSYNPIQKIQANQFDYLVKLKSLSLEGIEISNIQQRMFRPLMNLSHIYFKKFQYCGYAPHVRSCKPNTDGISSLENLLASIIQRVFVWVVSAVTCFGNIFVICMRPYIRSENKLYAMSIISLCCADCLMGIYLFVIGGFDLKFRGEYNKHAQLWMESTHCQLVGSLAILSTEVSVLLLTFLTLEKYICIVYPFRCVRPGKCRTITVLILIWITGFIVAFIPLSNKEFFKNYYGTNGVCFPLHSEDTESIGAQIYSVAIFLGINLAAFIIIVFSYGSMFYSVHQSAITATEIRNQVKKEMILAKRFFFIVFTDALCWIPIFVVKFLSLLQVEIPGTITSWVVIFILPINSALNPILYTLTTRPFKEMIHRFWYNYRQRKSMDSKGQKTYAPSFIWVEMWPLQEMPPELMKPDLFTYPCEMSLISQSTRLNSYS
GRP78 ERSR act: induces the endoplasmic reticulum stress response in human glioma cells; Potency, µM, for inactives: at the top dose activation, actives largely listed as activators; U87-MG GRP78 promoter luciferase reporter, 16 h; AID 602332; 420,000 tested, 0.02% active; further: potency means the concentration at half of the fitted maximal effect; series mostly up to about 76 µM; % of control where 0% means no effect; nearly all actives have a fitted effect of over 35% in size
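Stably transfected U87-MG human glioma cells carrying a GRP78-based luminescent sensor were seeded at 1000 cells/well, pin-dosed with compounds and incubated 16 h. Luciferase reagent was then added, and end-point luminescence was read after 10 min at room temperature.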
D1 potentiator: potentiators of human D1 dopamine receptor. P21728. HEK293 TREx D1 cells, calcium flux, dopamine EC20 potentiation. potentiation, % at 10 µM. 360,000 tested, 0.036% active. AID 504651; in the data active means potentiation above about 30%; further: 0% is about no effect
D1 agonist: human D1 receptor agonism. activation, % at 2 µM. HEK293 T-REx D1 cells, calcium flux, agonist mode. 360,000 tested, 1% active. AID 504660; in the data active means activation above about 30%; further: 0% is about no effect
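Tetracycline-induced HEK293 TREx D1 cells, force-coupled to calcium signalling, were dye-loaded with a no-wash calcium kit. Compound was pin-added after a 10 s baseline. Fluorescence was read kinetically at 1 cycle/s for 180 s, with calcium rises flagged as agonism.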
D1 antag: blocks dopamine activation of the human D1 receptor | 360,000 tested, 3.2% active | HEK293 TREx D1 cells, calcium flux, dopamine EC80; stronger effect = lower value | P21728 | activity change, negative = inhibition, % at 10 µM; in the data active means activity change below about -30%; further: on the % scale 0 is the no-effect control and ±100 the full control effect
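HEK293 T-REx cells expressing inducible, force-coupled D1 receptor; no-wash Ca dye, 30–90 min RT. Cmpd → 180 s read at 1 Hz → EC80 DA → 180 s read.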
RXFP1 ag: agonists of human relaxin receptor RXFP1; 370,000 tested, 0.3% active; Q9HBX9; Potency, µM (series often up to 57.5 µM), without a hit: top-dose activation, hits mostly activators; HEK293T-RXFP1 cAMP TR-FRET, 30 min; response scale: percent of porcine relaxin response, buffer zero; further: potency means the concentration at half of the fitted maximal effect; on the % scale 0 is the no-effect control and ±100 the full control effect; nearly all actives have a fitted effect of over 60% in size; many of its hits are not listed in these tables
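HEK293 cells stably expressing RXFP1, treated 30 min at 37C with compounds plus PDE4 inhibitor Ro 20174; cAMP measured by HTRF TR-FRET. Normalized to buffer and 29 nM porcine relaxin; EC50 by Hill fit.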
D2 PAM: positively modulates the human D2 dopamine receptor allosterically; P14416; HEK293 T-REx D2, calcium flux, EC20 dopamine potentiation; potentiation, % at 10 µM; 340,000 tested, 0.34% active; AID 485347;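 active means potentiation over 3 SD above the plate norm, cut at about 30% in these data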; further: 0% is about no effect
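Cells plated with tetracycline inducer and held overnight at 30 C; calcium dye loaded 30–90 min at room temperature; baseline taken, compound added and read 180 s; EC20 dopamine then added and read 180 s.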
Vif-APOBEC3F blk: Vif-A3F binding inhibition; HeLa A3F-eYFP + Vif (tagged APOBEC3F with the HIV-1 protein that degrades it), YFP fluorescence increase; Potency, µM (series often up to 46.1 µM), without a hit: at the highest dose activity, negative = active; 390,000 tested, 0.2% active; AID 602313; further: potency means the concentration at half of the fitted maximal effect; % of control where 0% means no effect; nearly all actives have a fitted effect of over 65% in size
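HeLa cells stably expressing A3F-eYFP plus Vif, plated and incubated overnight at 37 deg C, then exposed to compounds overnight at 37 deg C. Blocked degradation read as raised yellow fluorescence (Ex 488/Em 500-530).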
Vif-APOBEC3G blk: Vif-A3G binding inhibition | HeLa A3G-eYFP + Vif (tagged APOBEC3G with the HIV-1 protein that degrades it), YFP fluorescence, overnight | Potency, µM (titrated, usually from 46.1 µM), inactives show at the highest dose activity, negative = active, usual class: inhibitors | 410,000 tested, 0.076% active | Q9HC16;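 further: potency means the concentration at half of the fitted maximal effect; on the % scale 0 is the no-effect control and ±100 the full control effect; nearly all actives have a fitted effect of over 60% in size; hits raise eYFP signal because A3G escapes Vif-driven loss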
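Read-out is eYFP fluorescence (Ex 488/Em 500-530) from Vif-expressing HeLa A3G-eYFP cells; more signal means A3G escaped Vif-mediated degradation. Cells plated overnight, compound pinned in, incubated overnight at 37 deg C.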
Active calls of the source: *. Unless noted, the call rests on the fitted dose curve; in most records, active means well fitted curve in the direction sought with a large enough effect; inconclusive means small, poorly fitted or top-dose-only effect, or another doubt; inactive means no such curve, though single readings can be large; an effect the other way counts as inactive or inconclusive. A portion of the library; count on the stated rates, not on these rows.

Screening O=C(NCCCN1CCN(c2cccc(Cl)c2)CC1)c1ccc2nc(Cc3ccccc3)oc2c1 returned RXFP1 antag -33, GRP78 ERSR act -6%, D1 potentiator -5, D1 agonist 18, D1 antag -33*, RXFP1 ag -1.6%, D2 PAM -23, Vif-APOBEC3F blk -3% and Vif-APOBEC3G blk -1%.
Screening CCOc1ccccc1N1CCN(CC(=O)Nc2cc(C)on2)CC1 returned RXFP1 antag -1, GRP78 ERSR act -3%, D1 potentiator 1, D1 agonist 0, D1 antag 13, RXFP1 ag 1.5%, D2 PAM -10, Vif-APOBEC3F blk 7% and Vif-APOBEC3G blk -2%.
`Cc1nnc(SCC(=O)N2CCN(c3ccccc3)CC2)n1C1CC1` gave RXFP1 antag 6, GRP78 ERSR act -2%, D1 potentiator 10, D1 agonist 2, D1 antag -16, RXFP1 ag -1.0%, D2 PAM -2, Vif-APOBEC3F blk -5% and Vif-APOBEC3G blk 0%.
Cn1c2c(c(=O)n(C)c1=O)C(C(F)(F)F)(C(F)(F)F)N=C(c1ccc(Cl)cc1)N2 was read as RXFP1 antag -11, GRP78 ERSR act -7%, D1 potentiator 0, D1 agonist 25, D1 antag -29, RXFP1 ag -0.4%, D2 PAM 18, Vif-APOBEC3F blk 0% and Vif-APOBEC3G blk -9%.
Screening CCCN(CCC)CC(O)CN(c1ccccc1)S(=O)(=O)c1ccc(C)cc1 (configuration not stated) returned RXFP1 antag -8, GRP78 ERSR act -2%, D1 potentiator -5, D1 agonist 3, D1 antag 8, RXFP1 ag -0.3%, D2 PAM -14, Vif-APOBEC3F blk -3% and Vif-APOBEC3G blk -3%.
`Cc1ccc(S(=O)(=O)N(C)C)cc1NC(=O)CSc1ccc2c(c1)OCCO2` gave RXFP1 antag 7, GRP78 ERSR act 0%, D1 potentiator -10, D1 agonist 5, D1 antag -17, RXFP1 ag 6.7%, D2 PAM -2, Vif-APOBEC3F blk 3% and Vif-APOBEC3G blk 3%.
`COc1ccc(CNc2nc3nc(C)c(Cl)c(C)n3n2)cc1` gave RXFP1 antag 2, GRP78 ERSR act 6%, D1 potentiator -3, D1 agonist 2, D1 antag 21, RXFP1 ag 6.8%, D2 PAM 3, Vif-APOBEC3F blk -7% and Vif-APOBEC3G blk -6%.
`Cc1ccc(F)cc1N=Cc1c(O)c2ccccc2oc1=O` gave RXFP1 antag 5, GRP78 ERSR act -4%, D1 potentiator 4, D1 agonist 4, D1 antag 3, RXFP1 ag 0.9%, D2 PAM -3, Vif-APOBEC3F blk -2% and Vif-APOBEC3G blk 0%.
Cc1cc2nc(-c3ccc(NC(=O)c4ccc(OCC(C)C)cc4)cc3)oc2cc1C was read as RXFP1 antag 5, GRP78 ERSR act -1%, D1 potentiator 1, D1 agonist 0, D1 antag -12, RXFP1 ag 0.0%, D2 PAM 2, Vif-APOBEC3F blk 1% and Vif-APOBEC3G blk 8%.
Cc1cc(Br)ccc1NC(=O)CN(C)C(=O)CN1C(=O)NC(C)(C2CC2)C1=O (configuration not stated) was read as RXFP1 antag -4, GRP78 ERSR act -3%, D1 agonist 4, D1 antag 9, RXFP1 ag -0.8%, D2 PAM 3, Vif-APOBEC3F blk -15% and Vif-APOBEC3G blk 2%.
`COc1ccc(CCNC(=O)CN(C)S(=O)(=O)c2cccs2)cc1` gave RXFP1 antag 6, GRP78 ERSR act -3%, D1 potentiator -2, D1 agonist 2, D1 antag -8, RXFP1 ag 1.8%, D2 PAM -11, Vif-APOBEC3F blk -1% and Vif-APOBEC3G blk 3%.
For O=C(CN1C(=O)NC2(CCc3ccccc32)C1=O)NCc1cccc(C(F)(F)F)c1 (configuration not stated) the results were RXFP1 antag 8, GRP78 ERSR act -3%, Vif-APOBEC3F blk 3% and Vif-APOBEC3G blk -4%.
`Cc1nc2c(cc1C(=O)N/N=C/c1ccc(O)c(O)c1)c(=O)n(C)c(=O)n2C` gave RXFP1 antag 5, GRP78 ERSR act -4%, D1 potentiator -8, D1 agonist 0, D1 antag 8, RXFP1 ag 1.8%, D2 PAM 14, Vif-APOBEC3F blk -4% and Vif-APOBEC3G blk -1%.
For O=c1ccc(Oc2nc(N3CCCCC3)nc(N3CCCCC3)n2)n[nH]1 the results were RXFP1 antag -10, GRP78 ERSR act -4%, D1 potentiator -2, D1 agonist 0, D1 antag -13, RXFP1 ag 3.0%, D2 PAM 11, Vif-APOBEC3F blk -2% and Vif-APOBEC3G blk 1%.
CN(C)C(=O)[C@H]1C[C@H]1[C@@H](O)[C@H](CO)NC(=O)[C@H](Cc1ccccc1)NC(=O)OC(C)(C)C was read as GRP78 ERSR act 1%, D1 potentiator 0, D1 agonist 0, D1 antag -14, RXFP1 ag 1.1%, D2 PAM -6, Vif-APOBEC3F blk 4% and Vif-APOBEC3G blk 1%.
Screening COc1ccc(N2C(=O)CC(Nc3cccc(C(C)=O)c3)C2=O)cc1OC (configuration not stated) returned RXFP1 antag 1, GRP78 ERSR act 3%, D1 potentiator -3, D1 agonist 4, D1 antag -6, RXFP1 ag 2.8%, D2 PAM -4, Vif-APOBEC3F blk 6% and Vif-APOBEC3G blk 0%.
COc1ccccc1C(=O)Nc1nc2ccccc2[nH]1 was read as RXFP1 antag -7, GRP78 ERSR act -19%, D1 potentiator -9, D1 agonist 1, D1 antag 15, RXFP1 ag 3.2%, D2 PAM 3, Vif-APOBEC3F blk 5% and Vif-APOBEC3G blk 6%.
For CNC(=O)/C(C#N)=C/c1c(N2CCCCCC2)nc2c(C)cccn2c1=O the results were RXFP1 antag -4, GRP78 ERSR act -1%, D1 potentiator -1, D1 agonist 0, D1 antag 7, RXFP1 ag 4.6%, D2 PAM 0, Vif-APOBEC3F blk 0% and Vif-APOBEC3G blk 2%.
Screening Cc1ccc(S(=O)(=O)N(C)c2ccc(OCC(=O)NC3=NCCS3)cc2)cc1 returned RXFP1 antag -15, GRP78 ERSR act -1%, D1 potentiator -6, D1 agonist 6, D1 antag -3, RXFP1 ag -0.8%, D2 PAM 2, Vif-APOBEC3F blk 1% and Vif-APOBEC3G blk 0%.
For Cc1ccccc1C(=O)Nc1ccc(OCc2cc(=O)n3ccccc3n2)cc1 the results were RXFP1 antag 14, GRP78 ERSR act -4%, D1 potentiator -2, D1 agonist 3, D1 antag 11, RXFP1 ag 3.3%, D2 PAM 2, Vif-APOBEC3F blk 1% and Vif-APOBEC3G blk -2%.

2 records picked at random from the list so far:
COc1ccccc1C(=O)Nc1nc2ccccc2[nH]1 was read as RXFP1 antag -7, GRP78 ERSR act -19%, D1 potentiator -9, D1 agonist 1, D1 antag 15, RXFP1 ag 3.2%, D2 PAM 3, Vif-APOBEC3F blk 5% and Vif-APOBEC3G blk 6%.
`Cc1ccc(F)cc1N=Cc1c(O)c2ccccc2oc1=O` gave RXFP1 antag 5, GRP78 ERSR act -4%, D1 potentiator 4, D1 agonist 4, D1 antag 3, RXFP1 ag 0.9%, D2 PAM -3, Vif-APOBEC3F blk -2% and Vif-APOBEC3G blk 0%.

Remaining list, next part:
`COc1cccc(C(=O)N2CCN(C(=O)c3cccc4ccccc34)CC2)c1OC` gave RXFP1 antag 1, GRP78 ERSR act -4%, D1 potentiator 0, D1 agonist 0, D1 antag 10, RXFP1 ag 2.2%, D2 PAM -4, Vif-APOBEC3F blk -4% and Vif-APOBEC3G blk 0%.
Screening Cc1nc2ccc(NC(=O)Cn3cnc4c3c(=O)n(C)c(=O)n4C)cc2s1 returned D1 potentiator -2, D1 agonist 2, D1 antag 6, RXFP1 ag 18% and D2 PAM 21.
`CCCCCc1c(O)nc(SCC(=O)NCC2CCCO2)[nH]c1=O` (configuration not stated) gave RXFP1 antag 1, GRP78 ERSR act -6%, D1 potentiator -4, D1 agonist 0, D1 antag 0, RXFP1 ag -1.5%, D2 PAM -6, Vif-APOBEC3F blk 3% and Vif-APOBEC3G blk -6%.
Screening Cc1ccc(C(=O)CCNc2ccc(Cl)cc2)o1 returned RXFP1 antag -18, GRP78 ERSR act -10%, D1 potentiator -2, D1 agonist -3, D1 antag -8, RXFP1 ag 0.3%, D2 PAM 8 and Vif-APOBEC3G blk -10%.
Screening c1ccc2[nH]c(SCC3CCCCO3)nc2c1 (configuration not stated) returned RXFP1 antag -2, GRP78 ERSR act -7%, D1 potentiator 0, D1 agonist 4, D1 antag 6, RXFP1 ag -1.1%, D2 PAM 0, Vif-APOBEC3F blk -2% and Vif-APOBEC3G blk -5%.
`Cc1cccc(NC(=O)Cn2c(=O)n(CC3CCC(C(=O)NCCc4ccccc4)CC3)c(=O)c3ccccc32)c1C` (configuration not stated) gave GRP78 ERSR act -3%, D1 potentiator -1, D1 agonist 1, D1 antag 16, RXFP1 ag 4.7%, D2 PAM -7, Vif-APOBEC3F blk -2% and Vif-APOBEC3G blk -6%.
For C[N+](C)(C)CCCCCC(=O)/C=N/O the results were RXFP1 antag 8, GRP78 ERSR act -3%, D1 potentiator 0, D1 agonist 1, D1 antag 9, RXFP1 ag 1.0%, D2 PAM 20, Vif-APOBEC3F blk -4% and Vif-APOBEC3G blk 1%.
O=C(NCC1OCCc2ccccc21)c1ccc(NC(=O)c2ccccc2Cl)cc1 (configuration not stated) was read as RXFP1 antag -2, GRP78 ERSR act -5%, D1 potentiator -4, D1 agonist 12, D1 antag -37*, RXFP1 ag 0.9%, D2 PAM -3, Vif-APOBEC3F blk 15% and Vif-APOBEC3G blk 5%.
Screening CCOC(=O)C1=C(N)Oc2cc(O)ccc2C1c1ccc(C)cc1 (configuration not stated) returned RXFP1 antag inconclusive, GRP78 ERSR act -2%, D1 potentiator -13, D1 agonist 5, D1 antag 3, RXFP1 ag 3.4%, D2 PAM 0, Vif-APOBEC3F blk 7% and Vif-APOBEC3G blk -17%.
CCCNC(=S)Nc1ccc(F)cc1F was read as RXFP1 antag 3, GRP78 ERSR act -2%, D1 potentiator -7, D1 agonist 0, D1 antag 3, RXFP1 ag 0.6%, D2 PAM 5, Vif-APOBEC3F blk 7% and Vif-APOBEC3G blk 6%.
